Screening results deposited in PubChem BioAssay by several laboratories.
hERG rescue – shields human hERG channel from block by proarrhythmic agents. hit rate 0.51% among 310,000. Q12809. AID 1511. CHO-hERG, FluxOR thallium flux, dofetilide IC70 present. activation (rescue from dofetilide block), less the hit threshold, % at 10 µM;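 active = activation above the mean of controls blocked by dofetilide plus 5 SD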;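 also: thallium influx through hERG after potassium depolarization seen as dye fluorescence rise; in these data hits start at about 4.7%; inactives centre near -7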
TRPC4 agonist – opens the mouse TRPC4 cation channel; Q9QUQ5; HEK293 TRPC4beta/mu-opioid, Fluo4 calcium fluorescence; active compounds read high; B-score at 10 µM; hit rate 0.49% among 310,000; AID 2237;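 active = B-score above 5 SD of library B-scores, and initial fluorescence ratio not above library mean plus 5 SD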;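 also: positive B-score marks a calcium rise read as TRPC4 activation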
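System – HEK293 cells stably co-expressing mouse TRPC4beta and mu-opioid receptor · Signal – Fluo4 calcium-sensitive dye fluorescence, kinetic, 1 Hz baseline · Benchmarks – buffer (low) and maximal DAMGO (high) · Read-out – B score of integrated fluorescence ratio per well · Incubation – dye loading 45 min room temperature, 110 s kinetic read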
TRPC4 PAM – TRPC4 (mouse) allosteric potentiation. HEK293 TRPC4beta/mu-opioid, DAMGO EC20, Fluo-4 Ca2+ flux; active compounds read high. B-score at 10 µM. hit rate 0.42% among 310,000. AID 2227;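 active = B-score of calcium response area above 5 SD of library B-scores, with initial fluorescence ratio within 5 SD of library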;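 also: B-score of integrated fluorescence ratio over time as area under calcium response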
Platelet DG rel – modulates dense granule release in human platelets. human platelet-rich plasma, SFLLRN dense granule ATP release, luminescence. hit rate 0.22% among 300,000. inhibition, %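 (compounds screened at 7.5 µM in platelet-rich plasma)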;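 active = mean replicate score, as percent of positive control, at or above 50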
TRPC4 inh – inhibitors of mouse TRPC4 channel; B-score at 10 µM; AID 2247; HEK293 TRPC4beta/mu-opioid, DAMGO-evoked Fluo4 calcium flux; active compounds read low; hit rate 0.39% among 300,000; Q9QUQ5;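 active = B-score over 3 SD under the library average, no early fluorescence shift, positive overall ratio signal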
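System: stable TRPC4beta/mu-opioid receptor HEK293 cells; Dosing: single-point compound dosing; Measured by: Fluo4 Ca2+ flux fluorescence; Read-out basis: per-well B score of integrated baseline-normalized Fluo4 ratio.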
KCNK9 inh – human KCNK9 channel inhibition; AID 488922; HEK293 KCNK9, FluxOR thallium flux fluorescence; active compounds read low; Q9NPC2; B-score at 10 µM; hit rate 1.2% among 310,000;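 active = ratio B-score over 3 SD below the library mean, with starting fluorescence within 5 SD of its mean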;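 also: negative B-score means less thallium flux so channel inhibition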
Target sequence (Q9NPC2 whole entry, looked up): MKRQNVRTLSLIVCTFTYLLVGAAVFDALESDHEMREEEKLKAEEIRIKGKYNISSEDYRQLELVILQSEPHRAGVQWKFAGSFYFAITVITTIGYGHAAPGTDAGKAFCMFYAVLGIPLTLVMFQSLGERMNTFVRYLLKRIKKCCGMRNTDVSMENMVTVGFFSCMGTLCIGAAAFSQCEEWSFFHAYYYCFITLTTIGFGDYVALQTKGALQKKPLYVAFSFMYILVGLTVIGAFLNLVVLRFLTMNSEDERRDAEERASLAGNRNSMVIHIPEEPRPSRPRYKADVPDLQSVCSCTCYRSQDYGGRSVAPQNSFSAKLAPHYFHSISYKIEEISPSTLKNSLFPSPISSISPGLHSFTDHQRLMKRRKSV
KCNQ1 pot – potentiates or activates the human KCNQ1 potassium channel; P51787; CHO-K1 KCNQ1, thallium flux FluxOR fluorescence; active compounds read high; B-score at 10 µM; hit rate 0.35% among 310,000; AID 2648;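 active = fluorescence ratio B-score, a plate-corrected score, at least three library SD, with initial intensity B-score within 5 SD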
Target sequence (P51787 whole entry, looked up): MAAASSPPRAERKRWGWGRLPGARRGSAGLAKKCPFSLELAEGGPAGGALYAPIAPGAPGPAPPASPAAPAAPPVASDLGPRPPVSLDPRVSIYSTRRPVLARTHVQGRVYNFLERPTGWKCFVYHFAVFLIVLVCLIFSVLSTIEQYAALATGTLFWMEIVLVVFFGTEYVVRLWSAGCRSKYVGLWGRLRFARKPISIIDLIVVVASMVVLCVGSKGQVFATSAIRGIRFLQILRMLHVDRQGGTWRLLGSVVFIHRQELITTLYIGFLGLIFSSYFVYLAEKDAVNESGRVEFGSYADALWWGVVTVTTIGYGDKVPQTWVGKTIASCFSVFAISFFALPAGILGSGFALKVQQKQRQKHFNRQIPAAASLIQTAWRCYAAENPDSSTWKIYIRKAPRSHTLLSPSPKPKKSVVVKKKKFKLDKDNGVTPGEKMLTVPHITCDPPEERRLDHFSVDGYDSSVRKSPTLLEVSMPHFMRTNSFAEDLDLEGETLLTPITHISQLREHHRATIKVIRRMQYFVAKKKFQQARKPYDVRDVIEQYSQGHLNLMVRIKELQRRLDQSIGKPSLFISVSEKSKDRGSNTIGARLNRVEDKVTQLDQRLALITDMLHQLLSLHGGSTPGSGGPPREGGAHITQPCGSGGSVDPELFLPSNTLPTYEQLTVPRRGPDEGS
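Schedule – 37 °C overnight plating, 90-min dark dye load, 20-min compound pretreatment · System – stable KCNQ1 CHO-K1 line · Probe or stimulus – thallium- and potassium-containing depolarizing buffer · Measured by – kinetic FluxOR fluorescence, 10 s baseline plus 110 s post-stimulus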
Dyrk1A ADPGlo – inhibitors of rat Dyrk1A kinase. ADP-Glo luminescence, NFATc1 peptide. inhibition, % at 12.5 µM. hit rate 0.43% among 310,000; in the data active = inhibition above about 50%;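 also: plate controls were vehicle with enzyme for no effect and no enzyme for full effect; many of its hits are not listed in these tables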
KCNQ1 block – inhibitors of human KCNQ1 potassium channel; P51787; CHO-K1 KCNQ1, FluxOR thallium flux fluorescence; active compounds read high; B-score at 10 µM; hit rate 1.3% among 310,000; AID 2642;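 active = compounds whose thallium flux B-score, printed positive for inhibition, exceeds three library SD while starting fluorescence stays within three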;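 also: channel opened by potassium depolarization with thallium stimulus after 20 min compound exposure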
PolyA inh – yeast polyadenylation inhibition | S. cerevisiae SKY197-pL101 polyadenylation reporter, beta-gal luminescence; efflux-impaired pdr1/pdr3 knockout yeast; score 100 = 6 SD above DMSO | calls only at 12 µM | hit rate 0.02% among 300,000 | AID 1875;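 active = lowest replicate activity score at least 50, where 100 means six control SD above control mean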;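 also: yeast exposed to compound for 9 h at 30 °C; higher score means more reporter readthrough which indicates perturbed polyadenylation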
KCNK3 inh – human KCNK3 channel inhibition, primary screen. CHO-KCNK3 thallium flux, FluxOR fluorescence; active compounds read low. B-score at 10 µM. hit rate 0.84% among 340,000;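 active = B-score under library mean minus 4 SD, starting fluorescence ratio at most library mean plus 5 SD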;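 also: more negative B-score means stronger inhibition of thallium flux through KCNK3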
The depositor's hits bear a star; i = inactive; / = not tested or not shown.

SMILES	hERG rescue	TRPC4 agonist	TRPC4 PAM	Platelet DG rel	TRPC4 inh	KCNK9 inh	KCNQ1 pot	Dyrk1A ADPGlo	KCNQ1 block	PolyA inh	KCNK3 inh
CC(C)c1ccc(NC(=O)c2ccc3snnc3c2)cc1	1	i	i	-9	i	i	i	7	i	i	i
COc1ccc(CSCC(=O)N/N=C/c2ccccc2O)cc1	-11	i	i	5	i	i	i	0	i	i	i
CCOC(=O)C1(CC2CC2)CCN(Cc2cn[nH]c2-c2cccc(F)c2)CC1	-10	i	i	-5	i	i	i	5	i	i	i
O=C(COC(=O)c1cccnc1Cl)c1ccccc1	-9	i	i	4	i	i	i	5	i	i	i
O=C(COC(=O)c1cccc(F)c1)Nc1cccnc1Cl	-4	i	i	/	i	i	i	2	i	/	i
CCOc1ccccc1NC(=O)c1ccc2[nH]c(C)c(C)c2c1	-10	i	i	-8	i	i	i	-6	i	i	i
CCOC(=O)c1ccc(NC(=S)N2CCN(C)CC2)cc1	-12	i	i	13	i	i	i	2	i	i	i
COc1ccc(CCNCC(=O)Nc2ccc(C)c(S(=O)(=O)N(C)C)c2)cc1OC	-12	i	i	15	i	i	i	-2	i	i	i
O=C(COC(=O)c1cccnc1Cl)c1ccc2c(c1)OCCO2	-7	i	i	8	i	i	i	/	i	i	i
Cc1cc(C)n(CCC(=O)N2CCN(S(=O)(=O)c3ccccc3)CC2)n1	-3	i	i	-2	i	i	i	-2	i	i	i
Cc1ccc2nc(NCc3ccccc3)c(C=NCc3cccnc3)c(=O)n2c1	-14	i	i	-2	i	i	i	-7	i	i	i
CC(c1ccccc1)n1cc(C(=O)NCc2ccccn2)nn1 (stereo unspecified)	-6	i	i	0	i	i	i	-4	i	i	i
CC(CN1CCCCC1)OC(=O)c1ccc2c(c1)OCO2 (stereo unspecified)	-7	i	i	-2	i	i	i	-3	i	i	i
Cc1cccc2c1-c1sc(C(=O)NCCCN3CCCC(C)C3)cc1CO2 (stereo unspecified)	-23	48*	i	4	i	i	i	4	i	i	i
CCCc1ccc(Oc2cc(Cl)nc(N)n2)cc1	-5	i	i	-21	i	i	i	4	i	i	i
CCOC(=O)C1(C)/C(=N/Nc2ccccc2OC)C(=O)C(=O)N1c1ccccc1 (stereo unspecified)	-14	i	i	-1	i	i	i	-3	i	/	i
Cc1cccc(-c2noc(CCC(=O)NCc3ccco3)n2)c1	-10	i	i	3	i	i	i	1	i	i	i
CCCc1cnc(N2CCN(S(C)(=O)=O)CC2)nc1	-8	i	i	0	i	i	i	-5	i	i	i
O=C(Nc1cccc(Cl)c1N1CCOCC1)c1cccnc1	-6	i	i	1	i	i	i	17	i	i	i
O=C1Nc2ccc(S(=O)(=O)NCCCO)c3cccc1c23	-4	i	i	24	i	i	i	/	i	i	i
CC(=O)Nc1c2c3c(cccc3n(C)c1=O)C(=O)c1ccccc1-2	-8	i	i	7	i	i	i	2	i	i	i
COCCCNc1nc2c(c(=O)n(C)c(=O)n2C)n1Cc1cccc(OC)c1	-6	i	i	-3	i	i	i	2	i	i	i
COC(=O)c1c(NC(=O)/C=C/C(=O)O)sc(C)c1-c1ccc(C)cc1	-7	i	i	1	i	i	i	6	i	i	i
C#CCOCCOCCOCCNc1nc(N2CCOCC2)nc(N2CCN(C(=O)[C@H]([C@@H](C)O)n3cc(CCCCN)nn3)CC2)n1	-5	i	i	-1	i	i	i	8	i	i	i
CNC(=S)N/N=C(\C)c1ccc2c(c1)OCCO2	-11	i	i	-1	i	i	i	9	i	i	i
Cc1coc2c(C)c3oc(=O)c(CCC(=O)N4C[C@H]5C[C@@H](C4)c4cccc(=O)n4C5)c(C)c3cc12	-10	i	i	-2	i	i	i	0	i	i	i
CC(=O)c1sc(NC(=O)c2ccccc2F)nc1C	-3	i	i	5	i	i	i	-1	i	i	i
COc1ccc(C2CC3(O)NC(=O)C(C#N)(C3C)C2(C#N)C#N)cc1 (stereo unspecified)	-6	i	i	0	i	i	i	/	i	i	i
Cc1cc(C)n(-c2cc(Cl)ccc2[N+](=O)[O-])n1	-10	i	i	-1	i	i	i	32	i	i	i
CS(=O)(=O)N1CCN(C(=O)c2ccncc2)CC1	-3	i	i	-1	i	i	i	6	i	i	i
COc1cccc(F)c1C(C[N+](=O)[O-])c1c(N)n(C)c(=O)n(C)c1=O (stereo unspecified)	-4	i	i	17	i	i	i	2	i	i	i
CCCCn1c(N)c(N(CCOC)C(=O)CCNC(=O)c2ccccc2Cl)c(=O)[nH]c1=O	-7	i	i	-30	i	i	i	0	i	i	i
Cn1ccnc1CN1CCN(C(=O)c2cc(COc3ccc(F)c(F)c3)on2)CC1	-11	i	i	-4	i	i	i	0	i	i	i
Cc1ccc(S(=O)(=O)N2CCN(C(=O)COC(=O)COc3ccccc3)CC2)cc1	-3	i	i	2	i	i	i	-2	i	i	i
CSCc1c(C(=O)NC2CCCc3ccccc32)oc2ccccc12 (stereo unspecified)	-8	i	i	1	i	i	i	10	i	i	i
Cc1nc2sccn2c(=O)c1S(=O)(=O)NCCc1ccc(Cl)cc1	-8	i	i	-11	i	i	i	-9	i	i	i
Cc1ccc(NC(=O)c2cc([N+](=O)[O-])ccc2N2CCOCC2)cc1C	-7	i	i	8	i	i	i	-8	i	i	i
C=CC[C@@H]1C=C[C@H](O/N=C/c2ccc(C(=O)N3[C@H](c4ccc(C)cc4)[C@@H](C)CC[C@H]3C(=O)OC)cc2)[C@@H](CO)O1	-9	i	i	2	i	i	i	/	i	i	/
O=C(NC(=S)Nc1nc(-c2cccc3ccccc23)cs1)c1cc2ccccc2o1	-9	i	i	-2	i	i	i	5	i	i	i
CC(C)(C)c1ccc(C(=O)N2CCC(C(=O)NCc3ccncc3)CC2)cc1	2	i	i	-2	i	i	i	4	i	i	i

Arranged by SMILES length (descending): some entries from above.
SMILES	hERG rescue	TRPC4 agonist	TRPC4 PAM	Platelet DG rel	TRPC4 inh	KCNK9 inh	KCNQ1 pot	Dyrk1A ADPGlo	KCNQ1 block	PolyA inh	KCNK3 inh
COc1cccc(F)c1C(C[N+](=O)[O-])c1c(N)n(C)c(=O)n(C)c1=O (stereo unspecified)	-4	i	i	17	i	i	i	2	i	i	i
Cn1ccnc1CN1CCN(C(=O)c2cc(COc3ccc(F)c(F)c3)on2)CC1	-11	i	i	-4	i	i	i	0	i	i	i
CSCc1c(C(=O)NC2CCCc3ccccc32)oc2ccccc12 (stereo unspecified)	-8	i	i	1	i	i	i	10	i	i	i

The main list resumes, starting three compounds before the break.
SMILES	hERG rescue	TRPC4 agonist	TRPC4 PAM	Platelet DG rel	TRPC4 inh	KCNK9 inh	KCNQ1 pot	Dyrk1A ADPGlo	KCNQ1 block	PolyA inh	KCNK3 inh
C=CC[C@@H]1C=C[C@H](O/N=C/c2ccc(C(=O)N3[C@H](c4ccc(C)cc4)[C@@H](C)CC[C@H]3C(=O)OC)cc2)[C@@H](CO)O1	-9	i	i	2	i	i	i	/	i	i	/
O=C(NC(=S)Nc1nc(-c2cccc3ccccc23)cs1)c1cc2ccccc2o1	-9	i	i	-2	i	i	i	5	i	i	i
CC(C)(C)c1ccc(C(=O)N2CCC(C(=O)NCc3ccncc3)CC2)cc1	2	i	i	-2	i	i	i	4	i	i	i
O=C(COc1ccc(Cl)cc1)Nc1cccc(S(=O)(=O)NC2=NCCCCC2)c1	-15	i	i	2	i	i	i	0	i	i	i
NCC(O)COc1ccc2c(c1)OCO2 (stereo unspecified)	-11	i	i	5	i	i	i	3	i	i	i
Cc1ccc(NC(=O)C2CC(O)CN2C(=O)OCc2ccccc2)cc1C (stereo unspecified)	-8	i	i	-5	i	i	i	/	i	i	i
Cc1ccc(CN(CC(O)COc2cccc3[nH]cc(C)c23)C(C)(C)C)cc1 (stereo unspecified)	-7	i	i	-1	i	i	i	3	i	i	i
Cc1cccc(OC(C)C(=O)Nc2ccccc2C(=O)N2CCCCC2)c1 (stereo unspecified)	-15	i	i	1	i	i	i	-6	i	i	i
O=C(NCCc1c[nH]c2ccccc12)/C(=C\c1cccnc1)NC(=O)c1cccs1	-9	i	i	-9	i	i	i	-3	i	i	i
CC(C)(C)NC(=O)/C=C/c1ccc(C(F)(F)F)cc1	-5	i	i	2	i	i	i	3	i	i	i
COc1ccc(N=C2SC(C(N)=O)CC(=O)N2CCc2ccc(OC)c(OC)c2)cc1 (stereo unspecified)	-10	i	i	5	i	i	i	11	i	i	i
O=C1CSC(c2cccnc2)N1c1ccccc1 (stereo unspecified)	-9	i	i	1	i	i	i	-4	i	i	i
Cc1nc(NC(=O)c2ccccc2O)sc1C	-2	i	i	1	i	i	i	-4	i	i	i
O=C(O)COc1cnc2ccccc2n1	-3	i	i	-1	i	i	i	11	i	i	i
CSc1ccccc1NC(=O)CN(C)CC(=O)Nc1ccccc1N1CCOCC1	-6	i	i	-9	i	i	i	1	i	i	i
O=[N+]([O-])c1ccc(N/N=C/c2cccc(O)c2O)cc1	0	i	i	11	i	i	i	-2	i	i	i
CC(=O)NCCn1c(SCC(=O)c2ccccc2)nc2ccccc2c1=O	-17	i	i	0	i	i	i	/	i	i	i
O=C1CC(c2cccc(Cl)c2)C(n2cncn2)C(=O)C1C1NCCc2ccccc21 (stereo unspecified)	-6	i	i	7	i	i	i	3	i	i	i
CN(Cc1cccs1)C(=O)CCCc1c[nH]c2ccccc12	-16	i	i	9	i	i	i	-6	i	i	i
Cc1cc(C(=O)NC(=S)Nc2ccccc2N2CCCC2)ccc1[N+](=O)[O-]	-10	i	i	-4	i	i	i	-2	i	i	i
COc1ccc(S(=O)(=O)N2CCOC2CNC(=O)C(=O)NCCc2ccccc2)cc1 (stereo unspecified)	-10	i	i	-1	i	i	i	8	i	i	i
COc1ccccc1N(Cc1ccccc1)S(=O)(=O)c1cccc(C(=O)Nc2ncccc2C)c1	-9	i	i	-12	i	i	i	11	i	i	i
COC(=O)c1ccccc1NC(=O)COc1ccccc1[N+](=O)[O-]	-10	i	i	-2	i	i	i	32	i	i	i
O=C(CSc1nnnn1-c1cccc(Cl)c1)Nc1ccc2c(c1)CCC2	-5	i	i	-4	i	i	i	/	i	i	/
Cn1c(=O)c2c(nc(SCc3cccnc3)n2Cc2ccccc2)n(C)c1=O	-6	i	i	-7	i	i	i	-4	i	i	i

These rows are one share of the data; count on the stated rates, not on these rows.
